# Tb hexokinase: T. brucei hexokinase 1 inhibition; recombinant TbHK1, G6PDH-coupled NADH A340; inhibition, % at 10 µM; 220,000 tested, 0.11% active;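 active = inhibition of 50% or more in the single-dose primary screen; inactive = inhibition below 50%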
# Runt-CBFb FRET: Runt domain-CBFb interaction inhibition; inhibition, % at 20 µM; AID 1496; 220,000 tested, 0.46% active; Cerulean-Runt/Venus-CBFb FRET ratio 530/480, 1 h;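 active = inhibition over about 50% at 20 µM in the single-dose screen, limit read from the data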;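 also: 0% = DMSO wells and 100% = excess unlabeled CBFb competitor control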
# Target sequence (Q01196 whole entry, looked up, the tested form may be a part): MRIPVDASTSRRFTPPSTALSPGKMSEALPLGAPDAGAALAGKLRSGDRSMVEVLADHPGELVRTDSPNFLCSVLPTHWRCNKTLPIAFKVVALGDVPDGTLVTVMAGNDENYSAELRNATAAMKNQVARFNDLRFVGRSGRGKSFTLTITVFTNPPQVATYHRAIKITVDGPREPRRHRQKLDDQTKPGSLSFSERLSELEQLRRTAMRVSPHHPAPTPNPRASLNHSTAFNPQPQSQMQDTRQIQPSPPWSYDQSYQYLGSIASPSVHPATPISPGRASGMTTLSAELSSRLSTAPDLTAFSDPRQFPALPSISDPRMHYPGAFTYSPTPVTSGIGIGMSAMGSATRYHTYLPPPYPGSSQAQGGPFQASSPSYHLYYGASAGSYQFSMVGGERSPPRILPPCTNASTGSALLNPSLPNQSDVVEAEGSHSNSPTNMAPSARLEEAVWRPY
# Target sequence (Q13951 whole entry, looked up, the tested form may be a part): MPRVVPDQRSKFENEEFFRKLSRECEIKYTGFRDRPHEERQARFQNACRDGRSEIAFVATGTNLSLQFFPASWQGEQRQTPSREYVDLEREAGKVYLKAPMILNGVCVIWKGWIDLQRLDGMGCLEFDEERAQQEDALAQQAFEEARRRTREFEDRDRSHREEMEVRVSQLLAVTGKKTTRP
#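 Measured by: fluorescence energy transfer, 422 nm excitation, 530/480 nm emission; test system: Cerulean-tagged RUNX1 Runt domain (FRET donor) fusion protein; buffer or medium: Tris pH 7.5 buffer with BSA; compound: one dose, 20 µM compound, 1% DMSO; times: two 1 h room-temperature incubations shielded from light; benchmarks: unlabeled CBFb 5 µM, positive control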
# Runt-SMMHC FRET: inhibitors of human RUNX1 Runt domain binding to CBFb-SMMHC. Q01196+Q13951. Cerulean-Runt/Venus-CBFb-SMMHC FRET ratio 530/480, 1 h. inhibition, % at 20 µM. 220,000 tested, 0.74% active;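 active = mean inhibition across duplicate retests at 20 µM reaching about 50%, limit read from the data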;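 also: 0% = DMSO wells and 100% = wells with excess untagged CBFb-SMMHC; inhibitors lower the FRET ratio by blocking Runt binding to CBFb-SMMHC; some results filed as inactive read as strong as hits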
# Furin inh: inhibitors of human furin | P09958 | purified furin, fluorogenic substrate cleavage | inhibition, % at 30 µM | 220,000 tested, 0.061% active | AID 463115; in the data active = inhibition above about 25%; also: inactives centre near -15
# RBBP9 inh: blocks human serine hydrolase RBBP9 | O75884 | recombinant RBBP9, FP-Rh probe fluorescence polarization | inhibition, % at 7.94 µM | 220,000 tested, 0.2% active | AID 1515;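 active = inhibition above the campaign mean of all tested compounds plus 3 SD, cut at about 14% in these data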;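 also: plate controls were DMSO wells with RBBP9 for no effect and wells lacking RBBP9 protein for full effect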
# Target sequence (O75884 whole entry, looked up): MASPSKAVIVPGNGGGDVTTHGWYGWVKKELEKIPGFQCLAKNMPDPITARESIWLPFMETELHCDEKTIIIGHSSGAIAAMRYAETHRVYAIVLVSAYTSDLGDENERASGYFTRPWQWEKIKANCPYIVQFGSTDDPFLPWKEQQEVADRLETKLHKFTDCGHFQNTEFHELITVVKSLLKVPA
#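 System: RBBP9 protein / Quantity: 2.5 µM RBBP9 dispensing solution, before mixing / Also added: Serine-hydrolase probe FP-Rh, 375 nM pre-mixing / Dosing: 7.94 µM single dose, 0.794% DMSO / Timing: enzyme-compound preincubation 30 min, then probe labeling 45 min, 25 °C / Signal: FP readout at 525/598 nm / Controls: DMSO-treated enzyme wells and wells lacking RBBP9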
# m-calpain inh: calpain II (pig) inhibition; purified calpain II, fluorogenic peptide substrate, 30 min; inhibition, % at 16 µM; 220,000 tested, 0.37% active; AID 1236;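 active = inhibition above about 50%, limit read from the data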
# EBV gp42 block: inhibitors of Epstein-Barr virus glycoprotein 42; 220,000 tested, 0.42% active; Fluorescence polarization binding assay, mP read-out; inhibition, % (tested at 21.74 µM); AID 1085; in the data active = inhibition above about 50%
# Target sequence (Q1HVG2 whole entry, looked up): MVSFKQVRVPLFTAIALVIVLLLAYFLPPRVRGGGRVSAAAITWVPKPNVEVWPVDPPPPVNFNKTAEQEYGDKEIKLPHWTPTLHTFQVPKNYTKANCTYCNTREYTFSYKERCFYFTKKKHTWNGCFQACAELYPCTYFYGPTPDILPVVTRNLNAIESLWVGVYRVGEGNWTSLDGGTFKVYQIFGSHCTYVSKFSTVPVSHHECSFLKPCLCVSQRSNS
# p97 ATPase inh: blocks human p97 ATPase activity; inhibition, % at 8 µM; recombinant p97 ATPase, Kinase-Glo ATP luminescence, 3 h; AID 1481; P55072; 220,000 tested, 0.42% active; in the data active = inhibition above about 15%;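 also: 0% = DMSO vehicle and 100% = wells lacking enzyme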
# p47phox inh: blocks human p47phox regulatory protein of NADPH oxidases; P14598; p47phox/p22phox peptide binding, fluorescence polarization, 2 h; inhibition, % at 24.7 µM; 220,000 tested, 0.53% active;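 active = inhibition above about 30%, limit read from the data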;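 also: 0% = p47phox with labelled peptide and 100% = labelled peptide alone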
# The depositor's hits bear a star; i = inactive; nt = not tested or not shown; & = joins results of further samples; [ ] = another dose, or the depositor's remark.
SMILES,Tb hexokinase,Runt-CBFb FRET,Runt-SMMHC FRET,Furin inh,RBBP9 inh,m-calpain inh,EBV gp42 block,p97 ATPase inh,p47phox inh
O=C(/C=C/c1ccccc1Cl)NCCc1ccc(F)cc1,35,-2,4,-6,-7,-2,-18,0,-1
COc1ccccc1Oc1ccc(N/C=C2/CCCC2=O)cc1,-26,4,4,-9,4,-7,-12,5,-9
CCOC(=O)CSc1nc(C2CC2)nc2ccccc12,-10,-1,-6,-24,-3,12,-4,4,-11
CC(=O)N1CCc2cc(N=NC3=C(O)CCCC3=O)ccc21,-5,-7,-49,0,2,-21,-72,7,-51
CC12CC3(C)CC(C)(C1)CC(C(=O)NC(=S)N1CCOCC1)(C2)C3,1,-3,0,-8[20 µM],-11,-21,-14,-6,-1
O=C(CNC(=O)C12CC3CC(CC(C3)C1)C2)OCc1cc(=O)n2cc(Br)ccc2n1,-6,-1,0,-14,1,5,-13,5,-4
Cc1ccc(NC(=O)COc2ccccc2CNC(C)(C)CC(C)(C)C)cc1,18,-3,-1,-16[20 µM],-7,1,0,4,-10
CCOC(=O)c1ccccc1NC1OC(=O)c2ccccc21 (centres undefined),-3,1,2,-31,-8,-105,-20,-4,-7
O=S(=O)(Nc1ccc(-c2cn3ccsc3n2)cc1)c1ccc2c(c1)OCCO2,3,-3,1,-20,-12,-72,-2,7,-32
Cc1ccc(O)c(N=Cc2cccs2)c1,0,-4,-6,-18,-6,-7,-2,3,-18
COC(=O)c1ccc(COC(=O)c2ccc(-n3cnnn3)cc2)o1,3,-3,-1,-11,-3,-31,-27,3,-2
O=C(CCc1nc2ccccc2c(=O)[nH]1)Nc1ccc(N2CCCCC2)cc1,-1,14,7,-31,-5,1,-13,1,-17
CC(C)(C)c1ccc(S(=O)(=O)N2CCCCC2C(=O)NCc2ccccn2)cc1 (centres undefined),nt,-4,4,nt,nt,-20,15,nt,-9
N#C/C(=C/c1ccc(N2CCCCC2)o1)C(=O)Nc1ccc2ccccc2c1,-9,-30,-71,-11,1,-25,-20,2,-30
O=C(NC(=S)Nc1ccccc1N1CCOCC1)c1ccc(-c2cccc(Cl)c2)o1,-21,0,1,-13,-6,-4,-7,5,-16

# Whole records, looked up by structure. Order of values: Tb hexokinase	Runt-CBFb FRET	Runt-SMMHC FRET	Furin inh	RBBP9 inh	m-calpain inh	EBV gp42 block	p97 ATPase inh	p47phox inh
# Cc1ccc(NC(=O)COc2ccccc2CNC(C)(C)CC(C)(C)C)cc1 reads 18	-3	-1	-16[20 µM]	-7	1	0	4	-10
# CCOC(=O)CSc1nc(C2CC2)nc2ccccc12 reads -10	-1	-6	-24	-3	12	-4	4	-11
# CC12CC3(C)CC(C)(C1)CC(C(=O)NC(=S)N1CCOCC1)(C2)C3 reads 1	-3	0	-8[20 µM]	-11	-21	-14	-6	-1
# O=S(=O)(Nc1ccc(-c2cn3ccsc3n2)cc1)c1ccc2c(c1)OCCO2 reads 3	-3	1	-20	-12	-72	-2	7	-32
# Cc1ccc(O)c(N=Cc2cccs2)c1 reads 0	-4	-6	-18	-6	-7	-2	3	-18

# Continued:
SMILES,Tb hexokinase,Runt-CBFb FRET,Runt-SMMHC FRET,Furin inh,RBBP9 inh,m-calpain inh,EBV gp42 block,p97 ATPase inh,p47phox inh
COc1ccc(NS(=O)(=O)c2ccc(NC(=O)c3cnn4c(C(F)F)cc(-c5ccc(C)cc5)nc34)cc2)cc1,-21,-11,-8,-17[20 µM],4,-253,-12,4,-16
COc1ccc(/C=C/C2=NN(Cc3ccccc3)C(=O)CC2)cc1,-48,-2,-4,3,4,14,-4,-1,-9
CCOc1ccccc1C(=O)OCC(=O)Nc1ncc(C(F)(F)F)cc1Cl,-1,0,1,-20[20 µM],-7,-16,-8,-2,-21
Clc1ccc(CSc2nncn2-c2ccc3c(c2)OCCO3)cc1,8,-1,-1,-18,-1,13,-7,-7,-3
Cc1cccc(OCc2nnc(SCC(=O)N3CCN(c4ccccc4)CC3)o2)c1C,5,-5,-10,-1[20 µM],-9,-14,-13,-3,-10
O=C(CCN1C(=O)/C(=C/c2ccc(F)cc2)SC1=S)NNC(=O)c1ccncc1,-17,8,-4,-14,-1,8,-32,6,5
CCN(CC)CCCNC(=O)c1cc2c(=O)n(C)c3ccccc3c2n1C,-5,2,0,-23,-3,-47,-10,-3,-15
CCOC(=O)c1c(NC(=O)C2c3ccccc3Oc3ccccc32)sc(C(C)=O)c1C,-14,0,4,-7,2,-10,-6,1,-3
Cc1ccccc1-n1nc2c(c1NC(=O)c1c(-c3ccccc3Cl)noc1C)CSC2,4,-5,-11,-11,-9,-64,-2,2,-2
COc1cccc2[nH]c3c(N4CCC(C(N)=O)CC4)ncnc3c12,-39,0,-1,-14,3,i,13,6,-14
Cc1cc(NC(=O)C2CCCCC2)nc2c1c(=O)oc1ccccc12,-14,nt,-3,-4[20 µM],-3,28,-12,4,-29
CC(C)OC(=O)CCC(=O)Nc1ccc(F)cc1,-3,nt,-2,-18,8,-6,-6,-2,-2
CCN1CCCC(CO)(Cc2ccccc2)C1 (centres undefined),-5,-2,0,-22,-3,-6,-9,3,-4
COc1cc(/C=C2\SC(=S)N(NS(=O)(=O)c3ccc(C)cc3)C2=O)cc(OC)c1OC,-6,-4,-14,0,-15,41,-6,-6,-4
CC1CCN(c2c(NCc3ccc(C(=O)NCCc4ccc(Cl)cc4)cc3)c(=O)c2=O)CC1,2,0,-1,-9,0,27,-5,0,6
Cc1cc2n(n1)SC(Nc1ccc(F)cc1)N2 (centres undefined),1,6,6,-22[20 µM],-3,0,-27,3,-24
CC(=O)c1ccc(NC(=O)Nc2ccc([N+](=O)[O-])cc2)cc1,-8,-2,-2,-5,-2,3,13,0,-14
CCC(C)(C)NC(=O)C(c1cccc(OC)c1OC)N(CCC(C)C)C(=O)CCC(=O)Nc1cc(C)on1 (centres undefined),-8,-6,-4,-16,-11,33,-5,-5,0
COc1ccc(S(N)(=O)=O)cc1C(N)=O,5,-1,2,-9,-2,14,6,1,-3
CC(C)C(OC(=O)/C=C/c1ccc2c(c1)OCO2)C(=O)NC(N)=O (centres undefined),-10,3,3,-3,-13,-9,-2,-8,2
C/C(=N\NC(=O)OC(C)(C)C)c1ccccc1Br,0,-2,-1,-1,-5,-23,-3,-1,-5
Cc1ccccc1NC1=NS(=O)(=O)c2ccccc21,22,2,-1,-10[20 µM],-10,-16,-8,4,-6
Cc1ccc(-c2cn3cccnc3n2)cc1,-20,0,2,-106,-2,i,7,-3,-6
CC(=O)OCC(=O)Nc1ccc(C(C)=O)cc1,0,-1,-2,-26[20 µM],-10,6,-109,-1,-14
Cn1c(=O)[nH]c(=O)c2c1nc(N/N=C/c1ccncc1)n2Cc1ccc(F)cc1,-62,0,-4,-1,-2,13,-19,13,-13
CCOCCCNC(=O)COC(=O)/C=C/c1ccc(S(=O)(=O)N2CCc3ccccc32)cc1,-1,-10,-2,-9,-7,13,-4,-6,-1
O=C(COc1nncc2ccccc12)NCCC1=CCCCC1,-3,1,1,-4,-11,-1,6,-5,-8
CCOC(=O)C1CCN(C(=O)c2ccc(Br)o2)CC1,-6,1,-1,-21[20 µM],-4,-2,-17,-2,-6
Cc1ccc(CN2CCN(Cc3c(C)nn(-c4ccc(F)cc4)c3C)CC2CCO)o1 (centres undefined),2,-1,0,-8,-14,21,9,-9,3
CCOC(=O)C1=C(C)N(CCO)C(=O)NC1c1ccccc1 (centres undefined),0,0,0,-22,-3,-7,-12,4,-6
CCOc1ccc(CCNC(=O)C2CCN(S(=O)(=O)N3CCC(C)CC3)CC2)cc1OCC,-2,-10,4,-30,-7,-7,-3,-2,-10
COc1cccc(NC(=O)CN2CCSc3ccccc32)c1,-2,-2,-2,-12,3,16,-13,9,-9
Cc1nc(CC(=O)Nc2nc(C(C)(C)C)cs2)cs1,-7,-3,0,8,-4,-21,-10,4,-6
CSc1ccccc1NC(=O)CSc1nnnn1-c1ccccc1SC,7,0,-1,-22[20 µM],-7,27,-10,2,0
COc1ccc(C2NC(=S)NC(O)(C(F)(F)F)C2C(=O)c2cccs2)cc1 (centres undefined),-2,1,5,-9,-7,17,1,0,-7
CCOC(=O)CSc1ccc2nnc(-c3ccccc3)n2n1,-1,2,0,-23,-2,-114,-12,0,-17
O=C(CSc1nnc2n(C3CCCC3)c(=O)c3ccccc3n12)N1CCCCCC1,7,-1,-2,-19,-6,-10,-2,-1,5
Cc1ccccc1NC(=O)c1cc(S(=O)(=O)N2CCOCC2)ccc1F,-3,1,-2,-14,1,10,6,5,-6
O=C1c2ccccc2-c2nc3ccccc3n21,-2&6,2,6,-30,-1&-11,-51&-49,-15&-23,1&-10,-19&-5
NC(=S)N/N=C/c1coc2ccc(Cl)cc2c1=O,-3,1,0,-20,-7,16,21,-1,1
O=C(Nc1ccc(Oc2ccccc2)cc1)c1cnc2n(c1=O)CCS2,-5,-4,-7,-21,-12,-92,-4,2,-7
c1cc(C2OCCN2CC2COC3(CCCC3)O2)ccn1 (centres undefined),2,2,-1,-2,-19,1,-21,0,-4
Cc1ccc(C2Nc3ccccc3NC3=C2C(=O)OC(C)C3)cc1 (centres undefined),-30,-2,-5,-5,4,12,-6,1,2
COc1ccc(C)c2sc(NNC(=O)COc3ccccc3)nc12,-4,40,11,-12,6,-9,-8,4,-15
CC(=O)c1cccc(NC(=O)COC(=O)C2=COCCO2)c1,-3,0,1,-14,-6,-16,-10,6,0
O=c1[nH]c2ccccc2nc1/C=C/c1ccc(F)cc1,-8,16,50,-24,-14,-16,-103,1,-161
Cc1cccc(OCCNc2cc(N3CCOCC3)ccc2[N+](=O)[O-])c1,3,-9,-2,-15[20 µM],-5,10,-11,1,-8
CCOc1ccc(CCNC(=O)C2CCN(C(=O)N(C)C)CC2)cc1OCC,-12,2,-8,-21,0,1,0,-1,-13
CC(C)(C)NC(=O)NC(=O)COC(=O)COc1ccc2c(c1)CCC2,-1,-2,3,-23,-6,-21,-3,4,3
CCCCN(CC)CCNC(=O)C1c2cc(OC)c(OC)cc2C(=O)N2CCc3ccccc3C12 (centres undefined),3,1,2,-7,-2,-4,7,-1,-15
O=C(/C=C/c1ccco1)N/C(=C\c1ccco1)C(=O)NCCc1nc2ccccc2[nH]1,-28,4,-7,-18,-4,-11,2,5,-11
Cc1cc(Cl)ccc1OCC(=O)N1CCN(c2ncccn2)CC1,-3,3,1,-19,5,-2,-23,0,-19
Cc1ccc(-c2noc(C3CCCN(C(=O)c4c(F)cccc4F)C3)n2)cc1 (centres undefined),3,-8,0,-26,5,17,1,1,-54
Cc1c(C(O)CN2CCN(Cc3ccc4c(c3)OCO4)CC2)c2ccccc2n1C (centres undefined),-4,-2,-35,-17,-2,0,-11,1,5
COc1ccc(/C=C/C2=CC(C)(C)NC(=S)N2)cc1,0,2,2,-14,1,17,-10,9,2
O=C(NOC(=O)c1ccccc1)c1ccccc1,-5,1,-2,-15,-10,-5,-7,7,-12
CN(C)c1cccc(C(=O)OCCNC(=O)c2cccc(S(=O)(=O)N3CCOCC3)c2)c1,-14,0,-8,-21,2,0,-2,6,-38
O=C(O)c1ccc2nc3c(nc2c1)-c1ccccc1C3=O,-12,-2,-8,9,-5,-21,3,2,-26
CNCc1cc(Cl)cc(OC)c1OC(C)C,-1,0,3,-42,2,-8,-22,2,-15

# Bioassay records deposited in PubChem BioAssay by several laboratories.
